TcdB inh – TcdB glycohydrolase inhibition | TcdB glycohydrolase enzymatic assay, plate reader | inhibition, % at 9.99 µM | hit rate 0.24% among 350,000 | AID 652162; in the data active = inhibition above about 10%
Target sequence (P18177 whole entry, looked up): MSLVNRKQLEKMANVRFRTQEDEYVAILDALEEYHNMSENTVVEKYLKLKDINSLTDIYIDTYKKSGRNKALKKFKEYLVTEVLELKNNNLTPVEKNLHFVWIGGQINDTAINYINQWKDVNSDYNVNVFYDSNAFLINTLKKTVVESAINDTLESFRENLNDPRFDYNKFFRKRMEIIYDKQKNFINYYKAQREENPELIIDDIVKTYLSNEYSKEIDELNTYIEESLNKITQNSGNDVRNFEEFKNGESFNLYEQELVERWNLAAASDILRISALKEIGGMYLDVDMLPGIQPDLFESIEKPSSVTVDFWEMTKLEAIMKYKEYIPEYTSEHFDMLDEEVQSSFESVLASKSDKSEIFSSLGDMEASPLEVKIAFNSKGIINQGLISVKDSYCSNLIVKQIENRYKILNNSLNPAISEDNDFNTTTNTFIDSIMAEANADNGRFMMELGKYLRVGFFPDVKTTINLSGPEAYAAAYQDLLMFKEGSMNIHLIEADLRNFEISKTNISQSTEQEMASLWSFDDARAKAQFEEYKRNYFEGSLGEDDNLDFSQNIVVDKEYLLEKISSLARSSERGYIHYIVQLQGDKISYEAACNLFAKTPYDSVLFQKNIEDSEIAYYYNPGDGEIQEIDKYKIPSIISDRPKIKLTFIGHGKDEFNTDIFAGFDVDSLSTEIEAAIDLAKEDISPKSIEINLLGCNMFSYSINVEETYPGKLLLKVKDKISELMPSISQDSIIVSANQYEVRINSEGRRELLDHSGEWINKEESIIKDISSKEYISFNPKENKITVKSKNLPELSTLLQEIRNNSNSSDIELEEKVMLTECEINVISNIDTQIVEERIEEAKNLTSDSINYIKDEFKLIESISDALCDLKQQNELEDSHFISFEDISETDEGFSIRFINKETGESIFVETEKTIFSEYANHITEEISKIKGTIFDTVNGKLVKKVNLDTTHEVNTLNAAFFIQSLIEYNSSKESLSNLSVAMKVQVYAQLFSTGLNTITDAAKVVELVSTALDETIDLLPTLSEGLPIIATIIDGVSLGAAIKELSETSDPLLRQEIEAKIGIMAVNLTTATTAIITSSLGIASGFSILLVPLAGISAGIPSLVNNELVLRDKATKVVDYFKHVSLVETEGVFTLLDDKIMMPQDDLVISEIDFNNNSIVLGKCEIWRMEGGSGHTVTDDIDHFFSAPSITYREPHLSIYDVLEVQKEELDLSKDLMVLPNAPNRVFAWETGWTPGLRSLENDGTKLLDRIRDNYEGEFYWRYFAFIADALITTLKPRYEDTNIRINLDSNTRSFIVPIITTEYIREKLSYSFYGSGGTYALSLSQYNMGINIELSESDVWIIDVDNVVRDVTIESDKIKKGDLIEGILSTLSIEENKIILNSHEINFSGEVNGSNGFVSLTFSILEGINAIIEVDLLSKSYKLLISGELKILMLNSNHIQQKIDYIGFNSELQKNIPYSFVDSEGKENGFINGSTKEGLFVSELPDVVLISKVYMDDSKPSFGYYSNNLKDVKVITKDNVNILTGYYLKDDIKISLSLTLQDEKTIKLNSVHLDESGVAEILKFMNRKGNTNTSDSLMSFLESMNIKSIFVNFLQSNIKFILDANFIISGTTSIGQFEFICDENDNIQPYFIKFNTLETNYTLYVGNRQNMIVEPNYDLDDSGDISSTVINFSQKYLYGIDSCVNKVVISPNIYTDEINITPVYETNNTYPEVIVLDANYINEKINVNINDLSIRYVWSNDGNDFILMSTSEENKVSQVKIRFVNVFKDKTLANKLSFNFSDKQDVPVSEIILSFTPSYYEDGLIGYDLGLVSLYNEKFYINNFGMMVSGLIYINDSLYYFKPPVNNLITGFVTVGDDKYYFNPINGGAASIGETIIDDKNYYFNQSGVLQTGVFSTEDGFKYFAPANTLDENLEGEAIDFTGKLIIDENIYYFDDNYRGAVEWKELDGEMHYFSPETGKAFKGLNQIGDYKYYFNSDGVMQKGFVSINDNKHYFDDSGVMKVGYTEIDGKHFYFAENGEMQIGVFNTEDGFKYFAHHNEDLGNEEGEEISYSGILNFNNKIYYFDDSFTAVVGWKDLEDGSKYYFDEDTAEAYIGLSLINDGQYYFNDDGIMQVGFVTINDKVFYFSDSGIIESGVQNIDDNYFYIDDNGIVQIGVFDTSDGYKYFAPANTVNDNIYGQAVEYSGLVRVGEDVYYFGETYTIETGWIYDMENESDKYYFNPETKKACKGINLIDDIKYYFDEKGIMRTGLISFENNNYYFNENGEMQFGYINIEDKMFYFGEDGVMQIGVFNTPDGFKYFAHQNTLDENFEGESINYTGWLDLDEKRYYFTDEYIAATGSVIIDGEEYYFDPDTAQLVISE
Active calls of the source: *.

SMILES	TcdB inh
COc1ccc(S(=O)(=O)N(C)C[C@H]2OCCCC[C@@H](C)Oc3ccc(NC(=O)Nc4cccc5ccccc45)cc3C(=O)N([C@H](C)CO)C[C@@H]2C)cc1	0.5
O=C(Nc1cccc(F)c1)N1C[C@@H]2[C@H](c3ccccc31)[C@H](CO)N2C(=O)C1CCOCC1	0.7
CO[C@H]1CN(C)C(=O)c2ccc(NC(=O)Nc3cc(F)ccc3F)cc2OC[C@H](C)N(C(=O)c2ccccn2)C[C@@H]1C	-0.2
C[C@@H]1CN([C@@H](C)CO)S(=O)(=O)c2ccc(-c3cccc(C(=O)N(C)C)c3)cc2O[C@H]1CN(C)C(=O)Cc1ccccn1	0.4
C[C@H](CO)N1C[C@H](C)[C@@H](CN(C)C(=O)C2CC2)Oc2ncc(C#Cc3ccccc3)cc2C1=O	-0.9
CCNC(=O)C[C@H]1CC[C@H]2[C@H](COc3ccc(NC(=O)C4CCOCC4)cc3C(=O)N2C)O1	-3.0
Cc1ccc(S(=O)(=O)N(C)C[C@@H]2Oc3ncc(C#CC4(O)CCCC4)cc3C(=O)N([C@H](C)CO)C[C@@H]2C)cc1	1.0
C/C=C/c1ccc([C@@H]2[C@@H](CO)N3C(=O)CN(C(=O)c4cnccn4)C[C@H]23)cc1	-1.6
CCCNC(=O)N1CC2(CN(Cc3cccc(OC)c3)C2)c2c([nH]c3cc(OC)ccc23)[C@@H]1CO	-0.4
C[C@H](O)C#Cc1ccc([C@@H]2[C@@H](CO)N3CCCCN(C(=O)c4ccc5c(c4)OCO5)C[C@H]23)cc1	1.6
COCC#Cc1ccc([C@@H]2[C@H]3CN(S(=O)(=O)c4ccc(OC)cc4)CCCCN3[C@H]2CO)cc1	-0.1
COc1ccc(NC(=O)Nc2ccc3c(c2)C(=O)N([C@H](C)CO)C[C@H](C)[C@@H](CN(C)C(=O)Nc2ccc4c(c2)OCO4)OCCCC[C@H](C)O3)cc1	-0.6
CS(=O)(=O)Nc1ccc2c(c1)[C@H]1C[C@H](CC(=O)NCCN3CCCCC3)O[C@H](CO)[C@H]1O2	0.2
C[C@H](CO)N1C[C@H](C)[C@@H](CN(C)C(=O)NC2CCCCC2)Oc2ccc(NC(=O)Cn3cnnn3)cc2CC1=O	0.1
CO[C@H]1CN(C)C(=O)c2ccc(NC(=O)C3CCCCC3)cc2OC[C@H](C)NC[C@H]1C	1.1
C[C@H](O)C#Cc1cnc2c(c1)C(=O)N([C@@H](C)CO)C[C@H](C)[C@@H](CN(C)C(=O)c1ccncc1)O2	-0.6
O=C(N[C@H]1CC[C@H](CC(=O)N2CCOCC2)O[C@H]1CO)c1ccccn1	-0.1
CCCC#Cc1cnc2c(c1)C(=O)N([C@@H](C)CO)C[C@@H](C)[C@H](CN(C)C(=O)Cc1cccnc1)O2	0.8
O=C(C[C@@H]1CC[C@H]2[C@@H](COC[C@@H](O)CN2CC2CCCCC2)O1)NCC1CC1	-12
COCC(=O)N1[C@@H]2CN(C(=O)c3ccccc3F)c3ccccc3[C@@H]2[C@@H]1CO	-0.1
CCCN1[C@@H]2c3ccc(-c4ccccc4)c(=O)n3C[C@@H]2[C@@H](CO)[C@@H]1C(=O)N1CCCCC1	0.3
CN1[C@H](CO)[C@@H]2c3ccccc3N(C(=O)C3CCCCC3)C[C@@H]21	-0.7
COc1ccc(S(=O)(=O)Nc2ccc3c(c2)OC[C@H](C)NC[C@@H](C)[C@H](OC)CN(C)C3=O)cc1	0.0
CCCN1[C@@H]2Cn3c(ccc(C4=CCCC4)c3=O)[C@H]1[C@@H](C(=O)N(C)C)[C@@H]2CO	0.5
COc1ccc(NC(=O)N(C)C[C@H]2Oc3ccc(NS(=O)(=O)c4c(C)noc4C)cc3CC(=O)N([C@@H](C)CO)C[C@H]2C)cc1	-1.1
(next part)
SMILES	TcdB inh
C[C@H]1CN([C@@H](C)CO)C(=O)c2cccc(NC(=O)c3cnccn3)c2O[C@H]1CN(C)Cc1ccc(Oc2ccccc2)cc1	1.2
C[C@@H](NC(=O)C[C@H]1C[C@H]2c3cc(NC(=O)NC4CCCC4)ccc3O[C@H]2[C@@H](CO)O1)c1ccccc1	-2.5
COCCNC(=O)C[C@H]1C[C@@H]2c3cc(NC(=O)c4cccnc4)ccc3O[C@@H]2[C@@H](CO)O1	0.1
C[C@@H]1CCCCO[C@@H](CN(C)C(=O)CCC(F)(F)F)[C@H](C)CN([C@H](C)CO)C(=O)c2cc(NC(=O)c3ccccc3)ccc2O1	-8.3
COc1ccc(NC(=O)N(C)C[C@H]2Oc3ccc(NC(=O)c4ccncc4)cc3CC(=O)N([C@@H](C)CO)C[C@@H]2C)cc1	-1.8
CCCNC(=O)C[C@H]1CC[C@@H]2[C@@H](COc3ccc(NC(=O)c4cccs4)cc3C(=O)N2C)O1	1.4
COc1ccc(NC(=O)N(C)C[C@@H]2Oc3ccc(NC(=O)NC4CCCCC4)cc3CC(=O)N([C@H](C)CO)C[C@H]2C)cc1	-1.8
CC(C)NC(=O)N(C)C[C@H]1Oc2ccc(NS(=O)(=O)c3ccc(Cl)cc3)cc2C(=O)N([C@@H](C)CO)C[C@H]1C	0.0
COc1ccc(NC(=O)N(C)C[C@H]2Oc3c(NS(=O)(=O)c4cn(C)cn4)cccc3C(=O)N([C@@H](C)CO)C[C@@H]2C)cc1	2.5
CC(=O)N1[C@H](CO)[C@@H]2c3ccccc3N(S(=O)(=O)c3cccc(C)c3)C[C@@H]21	-0.5
CN(C)CC(=O)N[C@H]1C=C[C@H](CC(=O)NCc2ccccc2F)O[C@@H]1CO	0.2
C[C@H]1CN([C@@H](C)CO)C(=O)c2cc(C#Cc3ccccn3)cnc2O[C@H]1CN(C)C(=O)c1ccccn1	-0.1
CCNC(=O)C[C@@H]1CC[C@H]2[C@@H](COc3ccc(NC(=O)Nc4cccc(C)c4)cc3C(=O)N2C)O1	0.5
CN(C)Cc1cn(CC[C@H]2CC[C@H](NC(=O)Nc3ccccc3F)[C@@H](CO)O2)nn1	-1.2
C[C@@H]1CCCCO[C@H](CN(C)C(=O)CCC(F)(F)F)[C@@H](C)CN([C@H](C)CO)C(=O)c2cc(NS(=O)(=O)c3ccccc3)ccc2O1	-0.2
Cc1ccc(S(=O)(=O)N(C)C[C@H]2Oc3c(NS(=O)(=O)c4ccccc4)cccc3C(=O)N([C@@H](C)CO)C[C@@H]2C)cc1	1.3
COc1cccc(-c2ccc([C@H]3[C@@H](CO)N4CCCCN(C(=O)c5ccc(F)cc5)C[C@@H]34)cc2)c1	0.6
CCCC#Cc1ccc([C@@H]2[C@@H](CO)N3C(=O)CN(C(=O)Nc4ccc(F)cc4)C[C@H]23)cc1	0.7
C[C@@H]1CCCCO[C@@H](CN(C)C(=O)c2ccccc2)[C@H](C)CN([C@H](C)CO)C(=O)c2cc(NC(=O)Nc3ccc(F)cc3)ccc2O1	-1.1
Cc1noc(C)c1S(=O)(=O)Nc1ccc2c(c1)CC(=O)N([C@H](C)CO)C[C@@H](C)[C@@H](CN(C)Cc1ccccc1)O2	0.1
Cc1noc(C)c1S(=O)(=O)Nc1ccc2c(c1)C(=O)N([C@@H](C)CO)C[C@@H](C)[C@H](CN(C)CC1CC1)O2	-0.4
CN(C)CCCNC(=O)C[C@@H]1CC[C@H]2[C@H](COc3ccc(NC(=O)c4ccc5c(c4)OCO5)cc3C(=O)N2C)O1	2.3
CNC[C@@H]1Oc2cc(C#C[C@@H](C)O)ccc2S(=O)(=O)N([C@H](C)CO)C[C@H]1C	0.9
COc1ccc(-c2ccc3c(c2)[C@@H]2[C@@H](CCN2C(=O)C2CCCCC2)[C@H](CO)N3C)cc1	0.9
CO[C@H]1CN(C)C(=O)c2ccc(NC(=O)Cc3ccccc3)cc2OC[C@H](C)N(C(C)=O)C[C@@H]1C	-1.4
Additional structures follow:
SMILES	TcdB inh
Cc1noc(C)c1S(=O)(=O)Nc1ccc2c(c1)C(=O)N([C@H](C)CO)C[C@H](C)[C@H](CN(C)C(=O)NC1CCCCC1)O2	-1.5
C[C@@H]1CN([C@@H](C)CO)S(=O)(=O)c2ccc(C3=CCCC3)cc2O[C@@H]1CN(C)Cc1cccc(C(=O)O)c1	-1.6
C[C@H]1CN([C@@H](C)CO)C(=O)c2c(c3ccccc3n2C)-c2ccccc2CO[C@H]1CN(C)Cc1ccccc1C(F)(F)F	1.8
CN(C)C(=O)C[C@H]1CC[C@H]2[C@@H](COc3ccc(NS(=O)(=O)c4cccc(F)c4)cc3C(=O)N2C)O1	-0.1
CC(C)NC(=O)N(C)C[C@@H]1Oc2ccc(NS(=O)(=O)c3cccs3)cc2CC(=O)N([C@H](C)CO)C[C@H]1C	-0.9
CCCC(=O)Nc1ccc2c(c1)C(=O)N(C)C[C@@H](OC)[C@@H](C)CN(Cc1ccccn1)[C@H](C)CO2	-2.8
CCCC(=O)Nc1ccc2c(c1)C(=O)N(C)C[C@H](OC)[C@@H](C)CN[C@H](C)CO2	-1.1
O=C(C1CCCC1)N1CC(=O)N2[C@H](CO)[C@@H](c3ccc(-c4cccnc4)cc3)[C@@H]2C1	1.4
C[C@H]1CCCCO[C@@H](CN(C)S(=O)(=O)c2ccc(Cl)cc2)[C@@H](C)CN([C@@H](C)CO)C(=O)c2cc(NS(=O)(=O)c3ccc(F)cc3)ccc2O1	-6.3
CC(C)NC(=O)Nc1ccc2c(c1)C(=O)N([C@@H](C)CO)C[C@H](C)[C@@H](CN(C)CC1CCCCC1)O2	0.3
CCCNC(=O)N1C[C@@H]2[C@H](c3ccccc31)[C@@H](CO)N2Cc1cc(F)ccc1F	0.0
C[C@@H]1CCCCO[C@@H](CN(C)S(=O)(=O)c2ccccc2)[C@H](C)CN([C@@H](C)CO)C(=O)c2cc(NC(=O)CCC(F)(F)F)ccc2O1	0.6
COC(=O)[C@H]1[C@H](CO)[C@H]2Cn3c(ccc(-c4cncnc4)c3=O)[C@@H]1N2S(=O)(=O)c1ccccc1C	1.7
Cc1ccc(S(=O)(=O)Nc2cccc3c2O[C@@H](CN(C)Cc2ccccc2)[C@H](C)CN([C@H](C)CO)C3=O)cc1	0.8
COc1ccc(S(=O)(=O)Nc2cccc3c2O[C@@H](CN(C)S(=O)(=O)c2ccc(OC)cc2)[C@H](C)CN([C@@H](C)CO)C3=O)cc1	0.0
C[C@@H]1CN([C@@H](C)CO)C(=O)c2cccc(NC(=O)C3CC3)c2O[C@H]1CN(C)S(=O)(=O)c1ccccc1	-0.6
OC[C@@H]1[C@H](c2ccc(-c3cccc(F)c3)cc2)[C@@H]2CN(CCC(F)(F)F)CCCCN12	2.3
CCC(=O)N1CC2(C1)CN(C(C)=O)[C@@H](CO)c1[nH]c3cc(OC)ccc3c12	1.7
O=C([C@@H]1[C@@H](CO)[C@@H]2Cn3c(cccc3=O)[C@H]1N2CCC(F)(F)F)N1CCCCC1	0.2
C/C=C/c1ccc([C@H]2[C@H](C#N)N(c3nc(-c4ccccc4)cs3)[C@H]2CO)cc1	-0.7
C[C@H](CO)N1C[C@H](C)[C@H](CN(C)S(C)(=O)=O)Oc2ccc(NC(=O)Nc3ccc4c(c3)OCO4)cc2C1=O	0.0
Cc1ccc(S(=O)(=O)Nc2ccc3c(c2)C(=O)N([C@@H](C)CO)C[C@H](C)[C@@H](CN(C)C(=O)Nc2ccc(F)cc2)O3)cc1	1.0
C[C@@H]1CN([C@H](C)CO)C(=O)Cc2cc(NC(=O)C3CC3)ccc2O[C@@H]1CN(C)Cc1ccc(C(=O)O)cc1	0.6
O=C(C[C@@H]1C=C[C@H](NS(=O)(=O)c2ccc(F)cc2)[C@@H](CO)O1)NCc1ccncn1	-0.2
COCC(=O)N1[C@H](C#N)[C@H](c2ccc(C3=CCCCC3)cc2)[C@@H]1CO	0.8
The listing continues:
SMILES	TcdB inh
Cc1noc(C)c1S(=O)(=O)N(C)C[C@H]1Oc2ccc(NS(=O)(=O)c3ccc(Cl)cc3)cc2C(=O)N([C@H](C)CO)C[C@H]1C	0.0
COCC#Cc1ccc2c(c1)O[C@H](CN(C)S(=O)(=O)c1cccc(OC)c1)[C@@H](C)CN([C@@H](C)CO)S2(=O)=O	1.7
CN(C)C(=O)c1ccc(-c2ccc([C@@H]3[C@@H](C#N)N(C(=O)C4CCCC4)[C@H]3CO)cc2)cc1	-0.8
CS(=O)(=O)N1CCCCN2[C@H](C1)[C@@H](c1ccc(-c3cccc(C#N)c3)cc1)[C@@H]2CO	0.4
Cc1ccccc1-c1ccc([C@H]2[C@@H](CO)N3CCCCN(CC4CC4)C[C@H]23)cc1	0.5
CNC[C@H]1Oc2ccc(NC(=O)Nc3cccc4ccccc34)cc2C(=O)N([C@@H](C)CO)C[C@@H]1C	0.0
CO[C@H](CN(C)C(=O)C1CCOCC1)[C@H](C)CN(C(=O)Nc1ccc(F)cc1)[C@@H](C)CO	0.9
O=C(O)C[C@@H]1CC[C@H]2NC[C@@H](O)COC[C@@H]2O1	-0.2
O=C(NCC[C@@H]1CC[C@H](NC(=O)c2ccccc2F)[C@@H](CO)O1)c1cnccn1	0.4

A run of entries of the results above:
SMILES	TcdB inh
C[C@@H]1CN([C@H](C)CO)C(=O)Cc2cc(NC(=O)C3CC3)ccc2O[C@@H]1CN(C)Cc1ccc(C(=O)O)cc1	0.6
O=C(C[C@@H]1C=C[C@H](NS(=O)(=O)c2ccc(F)cc2)[C@@H](CO)O1)NCc1ccncn1	-0.2
COCC(=O)N1[C@H](C#N)[C@H](c2ccc(C3=CCCCC3)cc2)[C@@H]1CO	0.8
Cc1noc(C)c1S(=O)(=O)N(C)C[C@H]1Oc2ccc(NS(=O)(=O)c3ccc(Cl)cc3)cc2C(=O)N([C@H](C)CO)C[C@H]1C	0.0
COCC#Cc1ccc2c(c1)O[C@H](CN(C)S(=O)(=O)c1cccc(OC)c1)[C@@H](C)CN([C@@H](C)CO)S2(=O)=O	1.7
CN(C)C(=O)c1ccc(-c2ccc([C@@H]3[C@@H](C#N)N(C(=O)C4CCCC4)[C@H]3CO)cc2)cc1	-0.8
CS(=O)(=O)N1CCCCN2[C@H](C1)[C@@H](c1ccc(-c3cccc(C#N)c3)cc1)[C@@H]2CO	0.4
Cc1ccccc1-c1ccc([C@H]2[C@@H](CO)N3CCCCN(CC4CC4)C[C@H]23)cc1	0.5
CNC[C@H]1Oc2ccc(NC(=O)Nc3cccc4ccccc34)cc2C(=O)N([C@@H](C)CO)C[C@@H]1C	0.0
CO[C@H](CN(C)C(=O)C1CCOCC1)[C@H](C)CN(C(=O)Nc1ccc(F)cc1)[C@@H](C)CO	0.9
O=C(O)C[C@@H]1CC[C@H]2NC[C@@H](O)COC[C@@H]2O1	-0.2

An excerpt (hit frequency here may not be typical).
